High-throughput results as filed in PubChem BioAssay.
ATG4B inh = blocks human ATG4B protease cleavage of LC3 substrate; Q9Y4P1; ATG4B cleavage of LC3-PLA2, NBD-HPC fluorescence, 1 h; inhibition, % at 8.33 µM; 340,000 compounds, 0.51% hits; AID 504462; in the data active = inhibition above about 40%
Target sequence (Q9Y4P1 whole entry, looked up): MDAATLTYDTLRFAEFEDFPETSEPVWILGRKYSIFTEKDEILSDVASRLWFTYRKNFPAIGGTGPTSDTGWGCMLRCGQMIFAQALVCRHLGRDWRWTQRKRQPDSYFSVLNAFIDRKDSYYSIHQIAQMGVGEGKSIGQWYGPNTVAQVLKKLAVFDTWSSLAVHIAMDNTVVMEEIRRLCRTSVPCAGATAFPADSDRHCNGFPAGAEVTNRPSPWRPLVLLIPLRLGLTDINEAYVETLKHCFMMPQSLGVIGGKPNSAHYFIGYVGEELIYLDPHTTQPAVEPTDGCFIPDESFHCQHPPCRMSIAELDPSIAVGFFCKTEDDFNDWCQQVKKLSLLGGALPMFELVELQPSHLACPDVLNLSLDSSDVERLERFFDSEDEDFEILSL
APOBEC3G inh = blocks human APOBEC3G single-stranded DNA deamination; Q9HC16; recombinant A3G, ssDNA deamination FAM/TAMRA fluorescence; inhibition, % at 20 µM; 330,000 compounds, 0.28% hits; AID 493012;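 active = inhibition of at least 40% at 20 µM, with no more than 30% in the related APOBEC3A deaminase screen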;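 note: plate controls were DMSO wells with A3G for no effect and wells lacking A3G enzyme for full effect; some compounds called inactive have numbers as strong as hits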
Target sequence (Q9HC16 whole entry, looked up): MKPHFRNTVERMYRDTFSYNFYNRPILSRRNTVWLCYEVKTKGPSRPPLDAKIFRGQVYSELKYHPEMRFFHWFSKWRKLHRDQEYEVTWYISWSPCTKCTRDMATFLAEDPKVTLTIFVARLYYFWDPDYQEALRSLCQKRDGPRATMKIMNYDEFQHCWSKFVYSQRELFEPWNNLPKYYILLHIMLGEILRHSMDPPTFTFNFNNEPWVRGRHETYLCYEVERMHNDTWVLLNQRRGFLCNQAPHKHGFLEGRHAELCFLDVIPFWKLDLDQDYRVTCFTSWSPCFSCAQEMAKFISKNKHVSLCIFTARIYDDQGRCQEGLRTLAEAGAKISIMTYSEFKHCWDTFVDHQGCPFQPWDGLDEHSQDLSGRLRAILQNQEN
hIAP act = increases human intestinal alkaline phosphatase activity; P09923; purified human IAP, CDP-Star luminescence, 30 min; stronger effect = higher value; 1 = vehicle-only enzyme, 0 = enzyme-free background; activation factor at 10 µM; 330,000 compounds, 0.16% hits; AID 2524;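 active = activation factor of the enzyme at least 2-fold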; note: the source names both 10 and 20 µM as test concentration; values of inactives mirror those of a sister screen read the other way
MPTP block = blocks calcium-induced mitochondrial swelling; isolated mouse mitochondria, Ca2+ swelling absorbance, 30 min; inhibition, % at 10 µM; 360,000 compounds, 1.4% hits; AID 602449;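 active = inhibition of 50% or more, scaled per plate between neutral and stimulator controls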;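 note: 0% = DMSO wells given calcium and 100% = 1 mM EGTA wells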
mIAP block = blocks mouse intestinal alkaline phosphatase. AID 2806. 330,000 compounds, 0.2% hits. inhibition, % at 10 µM. purified mouse IAP, CDP-Star luminescence, 30 min;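 active = inhibition of at least 40% at 10 µM in the primary screen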;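 note: plate controls were DMSO with enzyme for no effect and no enzyme wells for full effect; values of inactives mirror those of a sister screen read the other way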
mIAP activ = increases mouse intestinal alkaline phosphatase activity; muIAP, CDP-Star luminescence, 30 min; stronger effect = higher value; 1 = vehicle-only enzyme signal, 0 = enzyme-free wells; activation factor at 10 µM; 330,000 compounds, 0.24% hits; AID 2805;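 active = activation factor of at least 2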; note: the source names both 10 and 20 µM as test concentration; values of inactives mirror those of a sister screen read the other way
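Assay system: mouse IAP enzyme; reagent: chemiluminescent substrate CDP-Star; dosing: test compounds delivered from DMSO solution; schedule: 30 min at room temperature; measured by: luminescence from enzymatic CDP-Star hydrolysis; controls: DMSO-only wells and no-enzyme negative control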
beta cell repl = MIN6 beta-cell proliferation induction. MIN6 cells proliferation, ATPlite luminescence, 48 h; cells starved in 0.2% serum; 100% = growth in 10% serum. proliferation, % at 10 µM. 330,000 compounds, 0.29% hits. AID 2380;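 active = compounds whose signal lies at least 3.5 SD above the mean of all wells on their plate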;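 note: 0% = DMSO-treated cells in low-serum medium and 100% = 10% serum control; some compounds called inactive have numbers as strong as hits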
A3A deaminase = blocks human APOBEC3A ssDNA deamination. inhibition, % at 20 µM. recombinant A3A, FAM/TAMRA ssDNA deamination fluorescence. 330,000 compounds, 0.41% hits. P31941. AID 493011;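 active = at least 40% inhibition at 20 µM here, with at most 30% in a related deaminase screen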;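 note: plate controls were A3A with DMSO for no effect and wells lacking A3A enzyme for full effect; some results filed as inactive read as strong as hits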
Target sequence (P31941 whole entry, looked up): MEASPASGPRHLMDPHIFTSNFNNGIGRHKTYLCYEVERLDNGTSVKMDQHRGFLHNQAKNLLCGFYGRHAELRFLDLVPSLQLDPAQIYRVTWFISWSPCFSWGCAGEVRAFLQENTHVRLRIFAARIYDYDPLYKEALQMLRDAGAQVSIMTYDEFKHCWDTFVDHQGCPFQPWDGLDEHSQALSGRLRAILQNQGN
hIAP inh = human IAP inhibition; inhibition, % at 10 µM; 330,000 compounds, 0.12% hits; purified IAP, CDP-Star luminescence, 30 min; AID 2544;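 active = inhibition reaching a set limit with compound at 10 µM in the primary screen, cut at about 35% in these data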;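 note: plate controls were DMSO wells with enzyme for no effect and no-enzyme buffer wells for full effect; values of inactives mirror those of a sister screen read the other way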
An asterisk follows results filed as active; / = not tested or not shown.

SMILES | ATG4B inh | APOBEC3G inh | hIAP act | MPTP block | mIAP block | mIAP activ | beta cell repl | A3A deaminase | hIAP inh
Cn1nnnc1SCC(=O)Nc1ncc(C(F)(F)F)cc1Cl | 1.5 | -5.0 | 1.16 | -1.1 | -5.8 | 1.06 | -1.1 | 0.2 | -16.1
C=CCn1c(=O)c2ccccc2n2c(SC(C)C(N)=O)nnc12 (stereo not given) | -0.3 | -2.3 | 0.914 | -1.2 | -2.0 | 1.02 | 5.7 | 1.7 | 8.6
CC1CN(C(=O)c2cc3cc(Cl)cc(Cl)c3oc2=O)CC(C)O1 (stereo not given) | 4.5 | -2.7 | 1.12 | -0.8 | -1.4 | 1.01 | -1.7 | -0.7 | -11.9
O=C(Nc1ccc2oc(-c3ccncc3)nc2c1)c1ccc(F)cc1 | 0.7 | -4.2 | 0.945 | -0.4 | 3.2 | 0.968 | -2.5 | 0.2 | 5.5
COc1ccc(S(=O)(=O)N2CCCCCC2)cc1C(=O)N(C)Cc1ccc(OC)c(OC)c1OC | 0.9 | -4.8 | 0.917 | 0.2 | 2.4 | 0.976 | 6.9 | -2.1 | 8.3
CC1CC(C)CN(CCCNC(=O)Cn2cccc2C(=O)c2ccccc2)C1 (stereo not given) | -2.3 | -8.3 | 0.877 | 1.6 | 1.4 | 0.986 | -1.1 | -6.5 | 12.3
O=C(/C=C/c1ccco1)Nc1cccc(C(=O)Nc2ccccc2C(=O)O)c1 | 32.5 | 45.8 | 0.893 | 1.3 | 7.8 | 0.922 | -3.6 | 83.7 | 10.7
Cc1ccccc1C(=O)Nc1ccc(N2CCCCCC2)cc1 | 33.4 | -4.3 | 0.904 | -1.9 | 3.2 | 0.968 | -2.6 | -4.5 | 9.6
COc1cc2c(cc1OC)C(c1ccc([N+](=O)[O-])cc1)NC(=O)C2 (stereo not given) | 2.5 | 24.3 | 0.931 | 0.1 | 6.1 | 0.939 | -2.4 | -5.4 | 6.9
COc1cc2c(cc1OC)C(C)N(S(=O)(=O)c1ccc(C)cc1)CC2 (stereo not given) | -7.4 | -2.8 | 1.14 | -0.1 | -5.0 | 1.05 | 3.3 | -4.4 | -14.4
CCc1cccc(NC(=O)C2CCN(S(=O)(=O)c3cccs3)CC2)c1 | -9.4 | -4.2 | 1.13 | -0.1 | -83.9 | 1.84 | -1.8 | 0.4 | -12.9
O=C(Nc1ccc(-c2nnn(CC(=O)N3CCN(C(=O)c4ccco4)CC3)n2)cc1)c1ccccc1F | / | -5.2 | 0.984 | / | 12.4 | 0.876 | -4.3 | -2.7 | 1.6
O=C(CN1CCN(c2ccccc2O)CC1)NCCCc1ccccc1 | 0.7 | -4.3 | 1.04 | 0.7 | 2.4 | 0.976 | -2.7 | -0.3 | -3.6
COc1ccc(C2C=C(c3ccc(F)cc3)NC(=S)N2)cc1OC (stereo not given) | -37.9 | -7.4 | 0.899 | 2.4 | 6.6 | 0.934 | -2.4 | -3.6 | 10.1
COC(=O)NCC(C)OC(=O)Nc1cccc(Cl)c1 (stereo not given) | -2.4 | -1.0 | 1.17 | -1.3 | -17.4 | 1.17 | 0.8 | 1.1 | -17.4
O=C1C(=O)N(CCN2CCCCC2)c2ccccc21 | 6.3 | -4.4 | 1.11 | 0.8 | 7.3 | 0.927 | -1.6 | -0.1 | -11.2
O=C(CSc1nccc(=O)[nH]1)NC1CCCCCCC1 | -3.1 | -3.4 | 1.03 | -0.2 | 7.4 | 0.926 | -1.0 | 0.1 | -2.7
Cc1c(Nc2nc3ccccc3nc2NS(=O)(=O)c2cccc(Cl)c2)c(=O)n(-c2ccccc2)n1C | 3.8 | -7.3 | 1.01 | 3.7 | 3.5 | 0.965 | 0.0 | -0.8 | -1.5
COc1ccc(-c2cccc(-c3cc(=O)oc4cc5c(cc34)OCO5)c2)cc1 | -3.2 | 5.1 | / | -1.1 | 2.1 | 0.979 | / | 2.5 | /
COc1ccc(C(=O)COC(=O)c2ccc3ccccc3n2)cc1 | -1.0 | -3.5 | 0.907 | -0.4 | 4.9 | 0.951 | -0.1 | -1.0 | 9.3
CCN(CCCNC(=O)C1CCC(=O)N1Cc1ccccc1Cl)c1cccc(C)c1 (stereo not given) | 7.2 | 0.4 | 1.22 | -1.2 | 1.1 | 0.989 | -1.5 | 4.5 | -22.4
CC(C)(C)c1ccc(-c2nnc3sc(-c4ccccn4)nn23)cc1 | 3.2 | 2.6 | 1.03 | -2.0 | 1.2 | 0.988 | -3.5 | 5.1 | -3.3
COC(=O)c1ccc(Cn2cc(Cl)cn2)o1 | -3.9 | 0.9 | 1.1 | 1.5 | -0.4 | 1 | -2.2 | -0.2 | -9.6
Cc1ccc(OCc2nc3ccccc3n2C)cc1 | 1.7 | 3.8 | 0.827 | -0.7 | 1.7 | 0.983 | -4.3 | -3.1 | 17.3
Cn1c(=S)[nH]c2[nH]c(=O)cnc2c1=O | -2.0 | -7.4 | 1.01 | -0.7 | 4.7 | 0.953 | -0.4 | 0.2 | -0.6
O=C(COc1ccc(Br)cc1)N(CCO)CCO | 5.6 | -9.6 | 1.03 | 1.2 | 8.9 | 0.911 | -0.4 | -1.7 | -2.7
Cc1ccc(S(=O)(=O)N2CCOCC2)cc1C(=O)N1C(=O)c2cccc(N)c2C1=O | 8.9 | -0.3 | 1.02 | 1.1 | 0.3 | 0.997 | -0.6 | 5.6 | -2.2
CC(=O)Nc1ccc(NC(=O)CSC2=NS(=O)(=O)c3cc(Cl)ccc3N2)cc1 | 0.3 | -1.0 | 0.897 | -0.5 | 4.8 | 0.952 | -0.1 | -0.4 | 10.3
N#Cc1ccc(OCc2nnc(-c3ccc([N+](=O)[O-])cc3)o2)cc1 | -12.9 | -3.9 | 0.796 | -1.2 | 6.0 | 0.94 | -1.2 | 3.9 | 20.4
Cc1cc(NC(=O)c2ccc(-c3ccccc3[N+](=O)[O-])o2)no1 | -10.1 | -2.8 | 0.946 | 0.3 | 0.7 | 0.993 | 1.9 | 0.4 | 5.4
CCOC(=O)c1c(NC(=O)c2ccccc2Cl)sc2c1CCc1ccccc1-2 | 6.6 | 56.8* | 1.15 | 1.6 | 6.2 | 0.938 | -5.7 | -1.1 | -15.0
CCOC(=O)N1CCN(CC(O)COc2ccccc2C(C)(C)C)CC1 (stereo not given) | 6.9 | -5.4 | 0.925 | 0.7 | 8.3 | 0.917 | -0.1 | -1.6 | 7.5
CCOc1ccc(NC(=S)NC(=O)/C=C/c2ccco2)cc1 | -1.5 | -4.4 | 1.07 | 2.0 | 8.6 | 0.914 | -4.6 | -6.7 | -7.2
O=C(O)CCc1nn2c3ccccc3n(CC(=O)O)c2nc1=O | -5.4 | -6.2 | 1.07 | -0.6 | 0.3 | 0.997 | -0.2 | -5.4 | -7.0
CN(Cc1nc2ccccc2c(=O)[nH]1)C(=O)c1cccc(NC(=O)c2cccs2)c1 | -13.7 | -6.0 | 1.1 | -0.7 | -7.2 | 1.07 | -4.0 | -3.4 | -9.6
CN(Cc1nc(-c2cccc(Cl)c2)no1)C1CCOCC1 | 10.2 | -4.2 | 1.02 | 1.6 | -4.5 | 1.04 | -2.5 | 5.2 | -2.4
O=C(O)CC(Cc1ccc(Cl)cc1)C(=O)NCC12CC3CC(CC(C3)C1)C2 (stereo not given) | 2.1 | -5.4 | 0.939 | 0.0 | 1.3 | 0.987 | 3.8 | -1.3 | 6.1
Cc1ccc(Cl)cc1NC(=O)COC(=O)c1ccc(CN2CCCC2=O)cc1 | 5.2 | -3.9 | 1.01 | -4.2 | -5.0 | 1.05 | -0.8 | 0.5 | -0.7
CC(C)(C)CC(=O)NC(=S)NCc1ccccc1 | 4.4 | -5.3 | 1.11 | -1.0 | -14.7 | 1.15 | -5.7 | -1.0 | -10.7
O=C(NCCc1csc(-c2ccccc2)n1)c1c(F)cccc1F | -7.6 | -7.4 | 0.903 | -0.9 | -3.0 | 1.03 | -0.7 | -2.0 | 9.7
COc1ccc(N2C(=O)CCC2=O)cc1 | -0.2 | -6.4 | 0.94 | 1.7 | 3.0 | 0.97 | -3.0 | 3.4 | 6.0
CC(NC(=O)CCl)c1ccc(Cl)c(Cl)c1 (stereo not given) | 7.8 | -4.6 | 1.07 | -1.8 | 4.4 | 0.956 | -5.0 | -2.3 | -6.8
O=C(Cc1ccc(Cl)c(Cl)c1)Nc1ccc(S(=O)(=O)Nc2ncccn2)cc1 | -3.9 | -0.6 | 0.981 | 1.8 | 5.5 | 0.945 | 0.2 | 5.2 | 1.9
O=C(CSc1nc2ccccc2c(=O)[nH]1)N1CCCCC1 | -0.8 | -1.2 | 1 | 0.3 | 2.2 | 0.978 | 3.8 | -1.1 | -0.3
CCCCCCC(=O)N1CCCC(c2nc(-c3cccc(OC)c3)no2)C1 (stereo not given) | -2.9 | -2.9 | 0.935 | 2.0 | -6.6 | 1.07 | 0.3 | 2.0 | 6.5
NS(=O)(=O)c1cccc(NC(=O)COC(=O)CCCc2c[nH]c3ccccc23)c1 | -13.3 | -18.1 | 0.999 | 1.0 | -1.2 | 1.01 | -0.7 | -7.2 | 0.1
Cc1ccc(NC(=O)C2CCCN(C(=O)c3ccc(Cl)cc3)C2)cc1C (stereo not given) | -0.7 | -4.6 | 1.08 | -1.1 | -24.0 | 1.24 | -1.6 | 0.4 | -8.1
FC(F)(F)c1ccc(CN2C[C@@H]3C(c4ccccc4)C4(c5cccnc5)CC3(C4)[C@H]2c2ccccc2)cc1 (stereo not given in full) | -2.2 | -10.5 | 0.915 | 2.1 | -6.5 | 1.06 | -9.1 | -4.1 | 8.5
O=c1cc(-c2ccc(O)c(-c3c(O)cc(O)c4c(=O)cc(-c5ccc(O)cc5)oc34)c2)oc2cc(O)cc(O)c12 | 81.5* | -8.3 | 1.06 | 14.1 | 6.7 | 0.933 | -7.7 | 0.7 | -6.5
CCOC(=O)N1CCN(C(=O)c2ccc(N(Cc3ccccc3Cl)S(C)(=O)=O)cc2)CC1 | -9.2 | -11.3 | 0.866 | -0.1 | 3.6 | 0.964 | -3.0 | -0.9 | 13.4
COC(=O)c1cc(=O)c2c([N+](=O)[O-])ccc(OC)c2o1 | 8.6 | -4.7 | 0.925 | 6.4 | 3.2 | 0.968 | 0.9 | 2.2 | 7.5
NC(=O)CSc1nnc(-c2ccncc2)o1 | -5.3 | -3.1 | 1.45 | -1.0 | 6.5 | 0.935 | -1.7 | -1.8 | -45.2
COc1ccc(Cc2c(O)nc[nH]c2=O)cc1 | -3.9 | -6.6 | 1.02 | -1.2 | -0.7 | 1.01 | -2.4 | -5.5 | -2.5
Cc1ccc(C(=O)NC2CCCc3c2cnn3-c2ccc(F)cc2F)cn1 (stereo not given) | / | -4.3 | 1.16 | 51.7* | 1.3 | 0.987 | -7.0 | 8.3 | -15.9
COCCN(Cc1ccccc1)C(=O)c1c(C)nn(-c2ccccc2)c1C | 1.0 | -7.1 | 0.759 | -2.8 | 8.1 | 0.919 | -4.3 | -2.9 | 24.1
CCN(c1ccc(OC)cc1)S(=O)(=O)c1ccc2c(c1)NC(=O)CS2 | -10.1 | 3.7 | 0.919 | 1.2 | -4.8 | 1.05 | -2.0 | -1.4 | 8.1
